Insulin prom up – insulin promoter activators in MIN6 cells, imaging, high-content screening, mouse beta cells; z-score at 5 µM; MIN6 insulin promoter-GFP reporter; stronger effect = higher value; AID 1625, 2009; actives 0.3% (n = 190,000);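 active = z-score above 3 at 5 µM with at least 500 cells counted in the well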
Autophagy HCS – autophagy modulators in MEF cells, primary screen, imaging, high-content, MEF GFP-LC3. MEF GFP-LC3 puncta imaging; test concentration mostly 10 µM. calls only at 10 µM (by protocol). actives 0.98% (n = 190,000). AID 463193, 2010;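 active = percentage of spot-positive cells more than 3 SD above its plate mean, without a fluorescence outlier flag or 80% toxicity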;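 also: spot-positive cell cutoff set from DMSO-treated cells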
Yfh1-off respiration – enhancers of respiration in Yfh1-depleted yeast, dose response, Friedreich's ataxia, plus single-dose screen (AID 1465); S. cerevisiae Yfh1-off respiration, WST-1 reduction, 72 h; higher fold induction means a stronger effect; fold induction at 50 µM; hits with a dose series show EC50 in µM; actives 0.074% (n = 220,000);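 active = fold induction of absorbance versus untreated yeast above a set limit, then at least 30% activation at any dose in follow-up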;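 also: activators that raise dye reduction in frataxin-depleted yeast; strong numbers were not always called active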
P. falciparum M17LAP – P. falciparum M17LAP inhibitors, primary screen, biochemical, fluorogenic H-Leu-NHMec substrate, 1536-well (AID 1619). Leucine aminopeptidase (Plasmodium falciparum (isolate 3D7)). recombinant M17LAP, H-Leu-NHMec fluorogenic kinetic assay; higher % means a stronger effect. inhibition, % at 30 µM, or IC50 in µM where a hit was titrated. actives 0.38% (n = 220,000);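 active = compound inhibiting the enzyme by more than half at any dose during confirmatory dose-response retesting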;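 also: plate controls were full reaction with DMSO carrier for no effect and no enzyme background for full effect; strong numbers were not always called active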
M1AAP inhibition – P. falciparum M1AAP inhibitors, biochemical, fluorogenic H-Leu-NHMec substrate, 1536-well (AID 1445) | actives 0.42% (n = 220,000) | inhibition, % at 30 µM, or IC50 in µM where a hit was titrated | Aminopeptidase N (Plasmodium falciparum (isolate 3D7)) | recombinant M1AAP, H-Leu-NHMec fluorogenic kinetic assay; higher % means a stronger effect;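 active = primary inhibition above the hit cutoff, then over 50% inhibition at one or more dose response concentrations, cut at about 23% in these data, passing the limit was not always enough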;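 also: plate controls were DMSO full reaction for no effect and no enzyme background for full effect; strong numbers were not always called active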
CSM14.1 death rescue – rescue of cells from ER stress-induced death, primary screen, 384-well, CSM14.1, thapsigargin, ATP luminescence (AID 1222) | CSM14.1 thapsigargin-induced death rescue, ATP luminescence; higher % means a stronger effect | one-dose cellular ATP content (survival), % at 20 µM; EC50 in µM for titrated hits | 190,000 tested, under 10 active;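 active = EC50 below 50 µM in the dose-response confirmation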;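 also: death triggered by thapsigargin at about 15 µM added after 2 h compound pretreatment; cell ATP read after overnight thapsigargin exposure of roughly 18 to 22 hours; normalized against plate controls of thapsigargin alone and 5% DMSO vehicle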
Hep lipid drop – inhibitors of hepatocyte lipid droplet formation, primary screen, imaging, high-throughput imaging, BODIPY stain; actives 0.4% (n = 240,000); inhibition, % at 6.5 µM; AID 1656, 2009; AML12 mouse hepatocytes, oleate lipid droplets;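 active = lipid droplet intensity inhibited by at least 50%, with more than 500 cells counted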
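Test system: AML12 hepatocytes (mouse); reagent: oleate loading, 100 µM; dosing: one dose, 6.5 µM compound; incubation: overnight exposure; signal: fluorescence imaging, 20x objective, two fields per well; read-out basis: % inhibition of corrected integrated BODIPY droplet signal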
Dynein cargo inh – inhibitors of GR-EGFP nuclear translocation, primary screen, dynein cargo transport inhibitor project, imaging, high-content, 3617.4 mouse cells; test concentration mostly 20 µM; stimulated with dexamethasone, 1 µM; stronger effect = lower value; z-score, hits read low; actives 0.47% (n = 220,000); AID 1381, 2008;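 active = plate z-score of nuclear minus cytoplasmic receptor signal below a set negative limit, without overly bright fluorescence or cell loss, cut at about -3.5 in these data, passing the limit was not always enough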;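 also: z-score of nuclear minus cytoplasmic ring GR-EGFP intensity difference per well; some compounds called inactive have numbers as strong as hits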
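Schedule: 48 h induction, then 1 h compound, then 30 min agonist, 37 °C. Buffer or medium: tetracycline-free induction medium containing charcoal-stripped FBS. Reagent: 1.0 µM final dexamethasone stimulus. Evaluation: nuclear versus cytoplasmic GR-EGFP signal, averaged per well. Signal: high-content fluorescence imaging after fixation.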
MT stabilizer – microtubule stabilizers in HeLa cells, primary screen, imaging, high-content imaging | HeLa tubulin immunostaining HCS, 24 h; share of cells brighter than vehicle mean+2SD | % tubulin-high responders, % at 10 µM | actives 0.83% (n = 200,000) | AID 2205, 2009;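 active = plate Z-score above 3 for both tubulin-high and condensed-nucleus cell shares, with cell loss under 80%, at 10 µM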;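 also: anti alpha tubulin signal scored within the nucleus-defined area of each cell; some results filed as inactive read as strong as hits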
Dynein cargo inh cytoplasmic EGFP – also measured in Dynein cargo inh; calls as there; z-score; measured here: cytoplasmic GR-EGFP intensity; stronger effect = higher value
Dynein cargo inh nuclear GR-EGFP – further read-out of Dynein cargo inh, marked with its call; z-score; measured here: nuclear GR-EGFP intensity;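 lower value marks the stronger effect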
Dynein cargo inh cell count – further read-out of Dynein cargo inh, marked with its call; z-score; measured here: cell count per field
Insulin prom up cell count – second read-out of Insulin prom up, no call of its own (marks repeat the call); cell count; measured here: cytotoxicity, nuclei count;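 total cells summed across four imaged fields per well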
Hep lipid drop cells 6.5 µM – also measured in Hep lipid drop; calls as there; cell count; measured here: cell count, cytotoxicity flag;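 cells counted across two imaged fields per well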
MT stabilizer Hoechst-high % – further read-out of MT stabilizer, marked with its call; % Hoechst-high responders; measured here: nuclear condensation Hoechst responders;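 share of cells brighter than vehicle mean plus two SD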
MT stabilizer cytotoxicity % – further read-out of MT stabilizer, marked with its call; toxicity, %; measured here: cytotoxicity by cell density;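 0% = mean cell density of plate MIN control wells and 100% = no cells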
Autophagy HCS cell loss 18 h – second read-out of Autophagy HCS, no call of its own (marks repeat the call); toxicity, %; measured here: cell loss, nuclei count;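 cell loss after 18 h compound exposure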
Starred values were filed as active, the others as inactive; i = inactive; / = not tested or not shown; & = joins results of further samples. This is a random part of the collection. About 3.5% of those tested had a hit in this group.

Molecule	Insulin prom up	Insulin prom up cell count	Autophagy HCS	Autophagy HCS cell loss 18 h	Yfh1-off respiration	P. falciparum M17LAP	M1AAP inhibition	CSM14.1 death rescue	Hep lipid drop	Hep lipid drop cells 6.5 µM	Dynein cargo inh	Dynein cargo inh cytoplasmic EGFP	Dynein cargo inh nuclear GR-EGFP	Dynein cargo inh cell count	MT stabilizer	MT stabilizer Hoechst-high %	MT stabilizer cytotoxicity %
Fc1ccc(Nc2nc(-c3cccnc3)cs2)cc1	/	/	i	3	i	6%	3%	-0.5%	-6	720	0.12	-0.34	-0.019	0.85	0.9	1.4	4.2
O=C(OCCN1CCOCC1)c1cccnc1	-0.04&-0.89	1442&982	i	-47&-10	i	-8%&7%	4%&-5%	-1.6%&0.1%	19	831	-0.69&-0.53	-0.34&-0.13	-0.38&-0.011	0.51&0.4	2.9&2.8	1.7&1.2	3.7&5.5
COc1ccc(OC(=O)c2ccncc2)cc1	-0.06	1662	i	17	i	7%	-4%	5.4%	/	/	-0.38	-0.34	-0.021	0.27	3.8	3.8	4.7
Cc1nc(SCC(=O)c2ccc(Cl)s2)c2oc3ccccc3c2n1	-0.69	1268	i	4	i	-1%	-2%	-1.4%	/	/	-0.92	-0.28	-0.49	0.51	3.6	2.8	0.3
CSC1CCCCC1(O)CSc1nc2ccccc2o1 (centres undefined)	-0.48	1280	i	3	i	3%	8%	-1.1%	5	773	-0.32	-0.24	0.1	-0.14	2.4	1.2	5.2
Cc1cc(C)n(-c2cc(N3CCOCC3)nc(-c3ccccc3)n2)n1	-0.06	1352	i	8	i	-12%	-4%	-0.8%	5	617	2.4	-0.21	2.1	-1.8	2.7	0.4	18
CC(/C=C/C(=O)c1ccc(C)cc1)=C\c1ccccc1	0.72	1531	i	-3	/	-5%	0%	-1.7%	/	/	-0.72	-0.2	-0.11	0.85	3.4	1.9	3.2
COc1ccc2nc(NC(=O)CN(C)S(=O)(=O)c3cccs3)sc2c1	0.57	1816	i	-2	i	2%	2%	1.8%	-6	685	0.85	-0.22	1.1	0.15	3.5	2.1	8.0
COc1ccc2c(c1OC)C(=O)OC2Nc1nc(-c2cc3ccccc3oc2=O)cs1 (centres undefined)	0.32	1477	i	-3	i	5µM*	10%	-2.8%	-5	670	-0.55	-0.22	-0.39	0.58	1.3	3.1	8.8
O=C(O)c1cc(-c2ccc(N3CCOCC3)cc2)nn1-c1ccccc1Cl	0.73	1063	i	21	i	24%	7%	-0.3%	0	700	-0.58	-0.22	-0.67	0.88	2.7	2.1	3.6
CCOC(=O)C(C)(C)Sc1nc2c(cnn2-c2ccc(Cl)cc2)c(=O)[nH]1	2.1	959	i	10	i	-4%	5%	-0.1%	/	/	1.2	-0.052	0.88	-0.79	3.8	2.0	0.3
COc1ccc(NC(=O)CSc2nnc(-c3ccccn3)n2N)cc1Cl	-0.21	1324	i	-11	i	0%	2%	-1.8%	/	/	0.5	-0.099	0.59	-0.8	2.8	1.1	2.3
CCOC(=O)C1CCN(C(=O)C2CCN(S(=O)(=O)CC)CC2)CC1	-0.35	1432	i	8	i	-6%	1%	-1.5%	/	/	1.8	0.079	1.5	-0.96	6.9	2.0	4.1
Cc1csc(SCC(=O)Nc2ccc(Cl)cn2)n1	0.01	1043	i	12	i	12%	3%	/	/	/	-1.2	0.77	-0.1	-0.083	2.7	1.8	9.2
Cc1n[nH]c(C)c1CCN(C)Cc1cn(C)nc1-c1ccc2c(c1)OCCO2	1	1426	i	17	i	/	/	-1.4%	3	725	0.88	-0.21	1	-0.53	1.4	1.5	6.6
CCOC(=O)c1cc(C(O)(C(F)(F)F)C(F)(F)F)c(/N=C/N(C)C)o1	0.7	1397	i	18	i	5%	3%	-0.9%	/	/	-1.2	-0.28	-0.36	0.47	5.2	4.4	8.7
CCc1ccc(N(C(=O)c2snc(C(N)=O)c2N)C(C(=O)NCC2CCCO2)c2cccs2)cc1 (centres undefined)	-2	1276	i	-2	i	0%	15%	0.3%	29	704	0.44	-0.18	0.38	-0.5	1.4	2.3	1.2
CN1C(=O)N(C)c2ccc(C=O)c3cccc1c23	1.1	1546	i	8	i	1%	3%	1.3%	-15	637	0.42	-0.24	0.95	-1.2	20	3.3	35
O=C(O)CCC(NC(=O)c1ccc(Cl)cc1)C(=O)O (centres undefined)	1	1450	i	-16	i	-12%	4%	-0.2%	-6	602	0.26	-0.37	-0.39	0.3	1.5	1.0	7.1
O=S1(=O)N=C(Oc2ccccc2)c2ccccc21	0.27	1025	i	17	i	-7%	-1%	0.2%	/	/	-0.066	-0.22	0.19	0.53	2.2	3.4	13
CCCN(CCC)S(=O)(=O)c1ccc(NC(=O)COc2ccccc2)cc1	-0.33	800	i	23	i	-2%	5%	-0.5%	0	772	-0.16	0.4	0.17	0.4	1.8	1.2	7.4
CCOC(=O)Cn1nc(C)n(-c2ccccc2)c1=O	/	/	i	-5	i	-18%	-5%	1.4%	/	/	-0.31	-0.22	-0.47	0.44	1.9	1.7	6.0
Cc1nnc(NC(=O)c2c(F)c(F)c(F)c(F)c2F)s1	/	/	i	6	i	10%	-2%	0.6%	-3	678	-1.4	-0.21	-0.8	0.72	3.6	1.7	3.4
O=[N+]([O-])c1ccc(-c2cn3c(n2)CCC3)cc1	-0.05	1077	/	/	i	4%	5%	/	-12	662	0.51	-0.29	-0.17	-0.015	/	/	/
Cc1c(C)c(C)c(CO/N=C/c2cccs2)c(C)c1C	0	1493	/	/	i	0%	-2%	/	-12	789	1.2	1.2	1	-1.3	/	/	/
CC(C)c1ccc(OCC(=O)N(c2ccccn2)C2CCCCC2)cc1	-1	1489	i	9	i	19%	1%	-2.1%	-4	730	-0.86	-0.28	-0.75	0.66	2.5	3.2	7.6
CC(C)C(=O)Nc1nnc(CCN2CCCCC2)s1	1	970	i	3	i	-11%	-2%	-0.8%	/	/	-0.79	-0.044	-0.26	0.73	2.0	2.0	1.7
CCC(C)[C@H](NC(=O)Nc1ccc2c(c1)OCCO2)C(=O)OC (some centres undefined)	1.1	1039	/	/	i	-9%	3%	/	0	680	0.66	-0.25	0.21	-0.51	/	/	/
O=C(NCc1nc2ccccc2[nH]1)c1cccc(S(=O)(=O)N2CCCCC2)c1	0.22	1162	i	-3	i	12%	1%	-0.8%	3	714	-0.67	-0.36	0.054	0.32	2.7	2.2	5.6
COc1ccc(C(=O)NCC(=O)OCC(=O)Nc2ccc(C)c(S(=O)(=O)N(C)C)c2)cc1OC	0.01	953	/	/	i	/	/	/	11	644	-0.57	-0.76	-0.52	0.45	/	/	/
Cc1cccc(NC(=O)COc2ccccc2C)n1	1.1	1227	i	7	i	-2%	-1%	-0.4%	11	784	-0.16	-0.23	0.02	-0.41	2.7	2.0	7.9
Cc1nccn1CCC(=O)O	0.14	1116	i	-50	i	4%	1%	3.2%	/	/	-0.33	-0.18	0.15	0.53	2.1	1.6	2.8
COc1cc(C(=O)OCC#N)ccc1OCc1c(C)noc1C	2.5	1185	/	/	i	-3%	-3%	/	-12	714	-1.4	-0.27	-0.61	0.47	/	/	/
COC(=O)c1cc(NC(=O)CN(c2ccccc2OC)S(=O)(=O)c2ccccc2)ccc1Cl	-1.9	898	i	14	i	5%	7%	-2.8%	/	/	-0.41	-0.18	-0.31	0.99	1.6	1.7	3.5
O=S(=O)(NCCc1ccncc1)c1ccc(Br)cc1	-0.47	932	i	-8	i	-5%	3%	-1.0%	5	814	-0.81	-0.43	-0.33	0.54	1.6	1.5	9.6
O=C(COC(=O)CNC(=O)c1ccc(Br)cc1)NCCC1=CCCCC1	0.57	1295	i	35	i	-1%	0%	/	36	697	-0.41	-0.32	0.013	0.2	1.8	2.9	8.9
CC(C)c1nnc(NC(=O)C2CCN(c3nc4ccccc4s3)CC2)s1	-0.43	1028	i	0	i	-10%	2%	-1.7%	/	/	-3.2	-0.11	-0.93	3.1	1.8	2.6	6.2
O=C(COC(=O)c1ccccc1NCc1ccco1)Nc1ccc2c(c1)OCO2	-0.74	1507	i	-30	i	4%	-1%	1.9%	/	/	-0.96	-0.18	0.34	0.56	3.1	2.3	8.6
Cc1ccc(S(=O)(=O)NC(C)(C)CSc2ccccn2)cc1	-0.3	2239	i	14	i	6%	-3%	17%	-17	519	0.73	-0.33	-0.022	-0.09	4.1	2.2	7.9
Cn1c(SCC(=O)c2c(N)n(C)c(=O)n(C)c2=O)nnc1-c1ccc(F)cc1	1	1257	i	-8	i	-16%	2%	-0.8%	-8	715	-0.27	-0.17	-0.46	0.25	2.8	3.0	4.3
Cc1cc(C)nc(NC(=O)C(C)C)n1	0.96	1491	i	-29	i	9%	1%	-1.1%	/	/	0.26	-0.19	-0.062	-0.32	4.1	1.2	5.2

Screening data (PubChem)
